Source: PubChem BioAssay
TR-FRET SRC-2 ct – TR-FRET signal artefacts, primary screen, artefact control for PPARgamma SRC-2 agonist project, biochemical. TR-FRET artefact counter-screen; stronger effect = higher value. TR-FRET ratio at 8 µM. hit rate 0.4% among 200,000. AID 1049, 2008; in the data active means TR-FRET ratio above about 2000; further: inactives centre near 1500
Diaphorase inh – diaphorase inhibitors and chemical oxidizers, primary screen, counter-screen for diaphorase-coupled primary assays, biochemical, uHTS, resorufin fluorescence | diaphorase resazurin-to-resorufin fluorescence, NADH, 16 min; bacterial (C. kluyveri) enzyme, not human | inhibition, % at 20 µM | hit rate 0.69% among 190,000 | AID 1217, 2008;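 active means primary screen inhibition at 20 µM above a set limit, cut at about 50% in these data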;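 further: plate controls were DMSO with full reaction for no effect and wells lacking NADH for full effect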
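Detection: fluorescence of resorufin formed from resazurin, Ex 544/Em 590 nm; test system: Clostridium kluyveri diaphorase enzyme; amount: 0.14 U/mL diaphorase, enzyme working solution; times: 16-min room-temperature incubation before reading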
PMI act – activators of human PMI, primary screen, biochemical, fluorescence intensity, near-Km mannose 6-phosphate; Mannose-6-phosphate isomerase (Homo sapiens), P34949; purified human PMI, coupled resazurin fluorescence, 20 min; stronger effect = higher value; 1 = vehicle control, 0 substrate-free wells; activation factor at 20 µM; hit rate 0.005% among 190,000; AID 1214, 2008;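 active means activation factor of 2 or more at 20 µM, relative to plate controls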
ROMK mod – ROMK potassium channel modulators, primary screen, cell-based, thallium flux, MLSMR library; ATP-sensitive inward rectifier potassium channel 1 (Homo sapiens), P48048; Tet-inducible ROMK, thallium flux fluorescence; actives lie on both sides; B-score at 10 µM; hit rate 2% among 130,000; AID 1918, 2009;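 active means signal ratio slope over the read window, or its plate-corrected B-score, at least 3 SD from the plate mean, either direction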;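 further: B-score of the F/F0 ratio slope over 7 to 12 s after thallium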
PMI act satM6P – human PMI activators, high substrate, primary screen, biochemical, fluorescence intensity, near-saturating mannose 6-phosphate. Mannose-6-phosphate isomerase (Homo sapiens), P34949. coupled PMI enzyme assay, resazurin fluorescence, 20 min; stronger effect = higher value; 1 = untreated enzyme, 0 = substrate-free blank. activation factor at 20 µM. hit rate 0.34% among 190,000;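 active means activation factor of 2 or more at 20 µM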
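Test system – human PMI in coupled enzyme assay · Timing – 20 min incubation at room temperature · Detection – Diaphorase-driven resazurin-to-resorufin fluorescence, excitation 544, emission 590 nm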
Diaphorase act – compounds boosting diaphorase resazurin reduction – biochemical, uHTS, resorufin fluorescence, counter-screen for diaphorase-coupled primary assays, primary screen; Diaphorase/resazurin coupled assay, 16 min; stronger effect = higher value; 1 = vehicle wells, 0 = NADH-free wells; activation factor at 20 µM; hit rate 0.005% among 190,000; AID 1229, 2008;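 active means diaphorase activity raised at least twofold by the compound at 20 µM; inactive means activation factor below 2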
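Test system: Clostridium kluyveri diaphorase, purified enzyme; input: enzyme 0.07 U/mL final; buffer or medium: 50 mM HEPES pH 7.4 with 4.542 mM MgCl2, 0.005% Tween 20; also added: 0.114 mM NADH and 0.1 mM resazurin, final amounts; schedule: 16 min enzyme reaction, ambient temperature; technique: fluorescence of resorufin, 544 nm excitation, 590 nm emission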
PPARg SRC3 recr – PPARgamma agonists recruiting SRC-3 coactivator, primary screen, biochemical. biochemical PPARgamma/SRC-3 coactivator recruitment assay. activation, % at 8 µM. hit rate 0.26% among 200,000; in the data active means activation above about 23%;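 further: 0% = DMSO and 100% = reference agonist; some compounds past the cut are filed as inactive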
Target sequence (P37231 whole entry, looked up): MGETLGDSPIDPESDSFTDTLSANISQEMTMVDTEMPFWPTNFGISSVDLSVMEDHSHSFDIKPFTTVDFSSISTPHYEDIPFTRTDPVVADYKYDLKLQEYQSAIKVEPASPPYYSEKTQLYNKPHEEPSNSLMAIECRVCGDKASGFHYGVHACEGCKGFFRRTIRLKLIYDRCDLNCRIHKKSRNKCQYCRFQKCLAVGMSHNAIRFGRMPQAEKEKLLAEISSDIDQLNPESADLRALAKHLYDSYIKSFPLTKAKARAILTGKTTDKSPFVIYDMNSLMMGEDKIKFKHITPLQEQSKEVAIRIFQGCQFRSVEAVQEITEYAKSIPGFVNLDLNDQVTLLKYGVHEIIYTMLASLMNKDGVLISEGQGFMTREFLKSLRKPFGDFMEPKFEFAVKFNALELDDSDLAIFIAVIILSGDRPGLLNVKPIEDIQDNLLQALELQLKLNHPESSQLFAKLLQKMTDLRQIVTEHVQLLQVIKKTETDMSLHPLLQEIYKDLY
G6PDH counter – L. mesenteroides G6PDH inhibitors, counter-screen for G6PDH-coupled screening assays, biochemical, Leuconostoc mesenteroides enzyme. Purified L. mesenteroides G6PDH, diaphorase/resazurin coupled fluorescence, 45 min. glucose-6-phosphate dehydrogenase [Leuconostoc mesenteroides]. hit rate 0.12% among 200,000. AID 1020, 2008. inhibition, % at 5 µM; in the data active means inhibition above about 50%
PPARg SRC-2 ag – agonists of PPARg-SRC-2 recruitment, primary screen, biochemical, HTS | hit rate 0.34% among 200,000 | activation, % at 8 µM | AID 1032, 2008 | Peroxisome proliferator-activated receptor gamma (Homo sapiens), P37231 | PPARgamma LBD-SRC-2 recruitment; in the data active means activation above about 22%;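 further: 0% = vehicle and 100% = reference agonist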
S1P3 antag – S1P3 receptor antagonists, primary screen, cell-based. AID 485, 2006. inhibition, % at 4.98 µM. hit rate 0.27% among 170,000. CHO S1P3 NFAT-BLA reporter, FRET fluorescence, antagonist mode;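 active means inhibition above the plate cutoff, the mean inhibition of test wells on that plate plus 3 SD, cut at about 28% in these data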;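 further: cells challenged with S1P at its EC80 of 0.8 µM; blue over green emission ratio from cleaved BLA substrate after 4 h stimulation; 0% = S1P-stimulated wells and 100% = unstimulated DMSO-only wells; some compounds past the cut are filed as inactive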
Target sequence (Q99500 whole entry, looked up): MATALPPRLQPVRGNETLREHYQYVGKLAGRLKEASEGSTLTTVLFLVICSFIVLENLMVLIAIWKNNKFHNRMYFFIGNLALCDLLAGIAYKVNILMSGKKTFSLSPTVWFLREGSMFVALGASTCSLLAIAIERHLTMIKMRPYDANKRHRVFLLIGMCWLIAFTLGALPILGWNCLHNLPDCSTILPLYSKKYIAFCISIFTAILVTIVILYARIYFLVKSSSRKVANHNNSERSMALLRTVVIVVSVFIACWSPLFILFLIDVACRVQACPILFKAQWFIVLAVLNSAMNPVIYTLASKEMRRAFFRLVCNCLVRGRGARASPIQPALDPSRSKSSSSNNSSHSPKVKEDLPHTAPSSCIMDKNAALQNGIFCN
PPARg SRC1 recr – PPARgamma agonists recruiting SRC-1 coactivator, primary screen, biochemical; hit rate 0.41% among 200,000; Peroxisome proliferator-activated receptor gamma (Homo sapiens), P37231; PPARgamma-SRC-1 coactivator recruitment biochemical assay; activation, % at 8 µM; AID 631, 2007; in the data active means activation above about 19%;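 further: 0% = DMSO and 100% = reference agonist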
* hit, by the source's call; . = no result given.

Second line of a record – TR-FRET SRC-2 ct, Diaphorase inh, PMI act, ROMK mod, PMI act satM6P, Diaphorase act, PPARg SRC3 recr, G6PDH counter, PPARg SRC-2 ag, S1P3 antag, PPARg SRC1 recr
- COc1ccc(/C=N/n2c(C)nnc2C)c(OC)c1
    1609, -5, 1, -0.58, 1, 1.1, -12, 6, -10, 2, 7
- O=C(Cc1ccccc1Cl)N1CCN(c2ncccn2)CC1
    1571, -1, 1, -2.1, 1, 1, 0, 5, 3, -8, 8
- CCOC(=O)COc1ccc2c(c1)C(=O)CC1(CCN(C(C)=O)CC1)O2
    1625, 9, 1, 0.8, 1, 0.9, 2, -2, 3, ., 6
- C/C(=N\NC(N)=S)C1(C)CCCCC1
    1587, 5, 1.1, -0.74, 1.1, 0.9, -1, 4, 2, 1, 6
- COc1ccc(NS(=O)(=O)c2ccc(S(=O)(=O)N3CCCC3)cc2)cc1Cl
    1515, 9, 0.7, -2, 0.8, 0.9, -5, -2, -1, ., -3
- CCCS(=O)(=O)N1CCC(C(=O)N2CCc3ccccc3C2)CC1
    1335, 11, 0.9, 0.18, 0.9, 0.9, -2, 6, 2, 5, 3
- COc1ccc2cc(/C=N/NC(=O)CN(c3ccccc3)S(=O)(=O)c3ccccc3)c(Cl)nc2c1
    1371, 5, 0.8, -0.24, 0.9, 0.9, 1, 11, -4, -20, 3
- Cc1ccccc1CNC1CCCCC1
    1391, 1, 1, -0.21, 1, 1, 5, 6, -3, -10, 9
- Cc1ccc(S(=O)(=O)Cc2cccc(C(=O)N3CCOCC3)c2)cc1
    1691, -8, 1.1, -0.0033, 1.1, 1.1, -8, 26, 7, 9, -2
- Cc1cccnc1NC1OC(=O)c2ccccc21 (centres undefined)
    1536, 4, 1, ., 1, 1, -7, 2, 1, ., 3
- CN1C(=O)/C(=C2\SC(=S)N(CC3CCCO3)C2=O)c2ccccc21 (centres undefined)
    1547, 13, 1, ., 1, 0.9, 6, 2, 6, 1, -1
- CCOCCCNC(=O)CCNC(=O)c1cc(OC)c(OC)c(OC)c1
    1656, 11, 0.9, 0.47, 0.9, 0.9, 0, 6, -3, -47, 9
- COc1ccc(C(=O)CC(=O)O)c2c1C=CC(C)(C)O2
    1670, 15, 1, ., 0.9, 0.8, 4, 10, -3, 0, 7
- Cc1cc(=O)oc2c3c4c(cc12)OCCN4CCC3
    1651, 23, 1.1, ., 0.8, 0.8, 16, 6, 8, ., 0
- COc1ccc(C/C(N)=N/OC(=O)Cc2ccccc2)cc1OC
    1527, 0, 0.9, ., 0.9, 1, -6, 11, -4, ., -6
- CCOC(=O)c1c(C)nc2sc3c(=O)n(-c4ccc(C(C)=O)cc4)cnc3c2c1-c1ccc(Cl)cc1
    1756, 12, 1, -0.038, 1, 0.9, 5, 1, 7, ., 8
- O=C(O)C1C2C=CC(C2)C1C(=O)NCc1cccnc1 (centres undefined)
    1216, 8, 1, -1, 0.9, 0.9, 1, -2, 0, ., -6
- Cc1cc2c(c(SCC(=O)N(C)c3ccccc3)n1)C(=O)OC2
    1545, 11, 0.9, 0.074, 1, 0.9, 10, 3, 5, -16, -1
- CCc1cccc(CC)c1NC(=O)COC(=O)c1ccccc1-c1nc2ccccc2s1
    1280, 22, 0.9, 0.71, 0.9, 0.8, -4, -10, 1, 5, -5
- Cn1c(SCC(=O)NNC(=O)c2ccc(Br)cc2)nnc1-c1cccnc1
    1563, -1, 1, 0.011, 1, 1, 6, 4, 4, -6, 2
- COc1ccc(CCNC(=O)C(=O)Nc2nccs2)cc1OC
    1610, 5, 0.9, ., 0.9, 0.9, 7, -8, 5, ., 8
- O=C(Cc1ccc(-n2c(=O)[nH]c3ccccc3c2=O)cc1)N1CCN(c2cccc(Cl)c2)CC1
    1524, 19, 0.9, ., 0.9, 0.8, 6, 8, -6, ., 2
- CCCCNC(=O)Cn1c(=O)oc2cc(S(=O)(=O)N3CC(C)CC(C)C3)ccc21 (centres undefined)
    1614, 12, 1, ., 1, 0.9, 2, -1, -7, ., 5
- COc1ccccc1C1=NOC(COC(=O)c2ccc3ccccc3n2)C1 (centres undefined)
    1588, 13, 1, ., 1.1, 0.9, 6, 8, 7, ., -4
- Cc1ccc(Oc2nc(CN3CCOCC3)nc3sc4c(c23)CCC(C)C4)cc1 (centres undefined)
    1557, 21, 0.8, ., 0.9, 0.8, 2, -33, 0, 0, 0
- COc1ccc(N(CC(=O)Nc2cc(C)ccc2OC)S(=O)(=O)c2c(C)noc2C)cc1
    1619, 22, 0.9, ., 0.9, 0.8, 13, 6, 3, -8, 4
- O=C(NCc1ccccc1)C1=C[C@H](C2CC2)C[C@H](OCCCCO)O1
    1686, 7, 1, ., 1, 0.9, 3, 10, 10, -14, 10
- Cn1c(C(C(=O)NCC2CCCO2)N(C(=O)Cn2nnc3ccccc32)C2CCCCC2)nc2ccccc21 (centres undefined)
    1523, 3, 0.9, ., 1, 1, 0, -5, -7, ., -2
- CC(C)C1=NN(C(=O)c2ccccc2)C(O)(C(C)(C)C)C1 (centres undefined)
    1300, -1, 1.1, ., 1.1, 1, -1, 4, -3, ., -9
- CCOC(=O)NC(NCc1cccc(C(F)(F)F)c1)(C(F)(F)F)C(F)(F)F
    1529, -3, 1, 0.84, 1.1, 1, 1, 4, 5, 7, -3
- COC(=O)/C(=C\Nc1ccccc1N)c1ncc(C(F)(F)F)cc1Cl
    1514, 14, 0.9, ., 0.9, 0.9, 12, 6, 1, ., 1
- Cc1nc(CSc2ccccc2)cc(=O)[nH]1
    1562, 4, 1, 0.22, 1, 1, 5, 1, 9, 1, -3
- Cn1c(N)c(C(=O)NCc2ccccc2)sc1=S
    1568, 10, 0.9, -0.014, 0.9, 0.9, 5, 5, 7, -12, 0
- Cc1ccc2[nH]c(=O)c(CN(CC3CCCO3)C(=S)NCc3ccco3)cc2c1 (centres undefined)
    1594, 19, 0.8, ., 1, 0.8, 8, -16, 9, -5, 2
- CCOc1cccc2sc(N(CCN(CC)CC)C(=O)c3ccc(S(=O)(=O)N4CCCCC4)cc3)nc12
    1595, 17, 1, -2.4, 1, 0.8, -2, 3, 12, -14, 5
- CC1S/C(=N/N=C2CCCCC2)NC1=O (centres undefined)
    1594, 13, 0.8, 0.15, 0.9, 0.9, 1, 2, 4, -7, 7
- c1ccc2sc(-c3ccc4c(c3)OCO4)nc2c1
    1407, 23, 1, ., 1, 0.8, 2, 2, 5, -13, 2
- Clc1ccc(CN=C2Nc3ccccc3CS2)cc1
    1473, 3, 0.9, ., 1, 1, 0, 2, 0, ., 5
- CCC(C)NC(=O)c1cc2cc3ccc(OC)cc3nc2s1 (centres undefined)
    1417, -6, 1.1, -0.17, 1.1, 1.1, 10, 7, 3, ., 2
- Cc1ccc(-c2c[n+](CC(=O)Nc3nc(-c4ccc(F)cc4)cs3)c3n2CCC3)cc1
    1710, -16, 1, ., 1, 1.2, 3, -15, 1, -35, 3
- CN1/C(=C\C(=O)C[n+]2ccc3ccccc3c2)C(C)(C)c2ccccc21
    1489, 3, 1.1, 0.34, 1, 1, 3, 1, -1, -12, 0
- COc1ccc(CCNC(=O)[C@@H](NC(N)=O)C(C)C)cc1
    1387, 5, 1, 0.9, 1, 1, 1, 1, -6, -5, 4
- Cn1ccnc1SCCNC(=O)CCc1nnc(CCc2ccccc2)o1
    1502, 23, 0.9, 0.19, 0.9, 0.8, -4, 14, 2, 2, 5
- CCCn1nnc(NC(=O)COc2ccccc2Cl)n1
    1580, 10, 0.9, -0.41, 0.9, 0.9, 5, -11, 14, 3, 4
- CC(OC(=O)c1ccc(F)cc1)C(=O)Nc1nc(-c2cccc([N+](=O)[O-])c2)cs1 (centres undefined)
    1414, 16, 0.8, -0.98, 0.9, 0.8, -4, -2, -10, -17, -5
- O=C1NC(c2ccc(Br)cc2)=N/C1=C/c1ccco1
    1441, 24, 0.9, ., 0.7, 0.8, -2, -17, -6, 5, -1
- CN(C)c1ccnc2sc3c(=O)n(-c4ccccc4)cnc3c12
    1419, 13, 0.9, ., 1, 0.9, -9, 4, -2, 2, -3
- O=C(O)/C(=C/c1cccnc1)NC(=O)c1ccccc1
    1355, 7, 1, ., 1, 0.9, -3, 0, 4, -9, 9
- CS(=O)(=O)N1CCN(C(=O)c2csc3ccccc23)CC1
    1577, 3, 1, -0.11, 1, 1, -1, -9, 2, 20, 2
- COc1ccccc1OCc1nc2c3c(-c4ccccc4)c(-c4ccccc4)oc3ncn2n1
    1404, ., ., ., ., ., -4, ., 2, 6, -5
- C/C(N)=C(/C#N)C(=O)CSc1nc2scc(-c3ccccc3)c2c(=O)n1C
    1736, 14, 0.9, 0.36, 0.9, 0.9, 1, -3, 9, -3, 4
- CCOC(=O)c1cc(-c2ccc(N3CCOCC3)cc2)nn1-c1ccccc1
    1438, 14, 0.8, 0.035, 0.9, 0.9, -4, -12, 6, 3, -4
- O=C(c1ccc(Br)cc1)N1CCCC(c2nc(-c3cccs3)no2)C1 (centres undefined)
    1629, 16, 0.9, -0.68, 0.9, 0.8, 6, 7, -1, -4, 3
- COc1ccc(CCn2c(N)c(C#N)c3nc4ccccc4nc32)cc1OC
    1350, 31, 0.6, ., 0.7, 0.7, -11, -22, -3, -34, -5
- C=CCc1c(C)nc(-c2ccccc2)nc1Nc1ccc(O)cc1
    1494, 15, 0.8, -2.1, 0.9, 0.9, 0, 7, -2, 17, 2
- CCN(CC)CCNC(=O)c1cccc(NC(=O)C(=O)c2cc(Br)ccc2NC(C)=O)c1
    1411, 20, 0.9, -0.14, 1, 0.8, 4, -5, -2, -4, -4
- CN1CCN(S(=O)(=O)c2cccc(C(=O)Nc3sc4c(c3C(N)=O)CCCC4)c2)CC1
    1495, 9, 1, ., 1.2, 0.9, 0, 10, 14, 40, 5
- CCCS(=O)(=O)N1CCN(C(=O)c2cccc(OC)c2)CC1
    1460, 17, 0.9, 0.46, 0.9, 0.8, 11, 4, -2, ., 1
- CC12CCCc3c(O)cc(=O)n(c31)-c1ccccc12 (centres undefined)
    1704, 5, 1, -0.47, 1, 0.9, 0, 2, -14, -7, -2
